High-throughput results from PubChem.
N370S GC: inhibitors or activators of N370S glucocerebrosidase for Gaucher disease; N370S GC spleen homogenate, 4MU-glucoside fluorescence; Potency, µM (titrated, usually from 59.4 µM), for the others: at the highest dose activity change, negative = inhibition, most hits filed as inhibitors; actives 0.092% (n = 330,000); AID 2101;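 note: 0% = full enzyme activity and -100% = no enzyme basal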
TDP1 cell CPT: DT40-hTDP1 cell growth loss with CPT; chicken DT40 Tdp1-/-;hTDP1 cells + 20 nM CPT, ATP luminescence, 48 h; Potency, µM (titrated, usually from 46.2 µM), inactives show at the highest dose activity change, negative = growth inhibition, most hits filed as inhibitors; actives 12% (n = 420,000); AID 686979; note: nearly all actives have a fitted effect of over 55% in size
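Cell growth measured by CellTiter-Glo luminescence after a minimum 48 h, 37 C compound exposure with 20 nM CPT in Tdp1-knockout DT40 cells stably expressing hTDP1, seeded 400/well; qHTS titration format.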
FEN1 inhibitor: human FEN1 inhibition; P39748; Recombinant FEN1 flap cleavage, fluorescence, 15 min; Potency, µM (highest dose often 114 µM), inactives show top-dose activity change, negative = inhibition, hits mostly inhibitors; actives 0.35% (n = 390,000); AID 588795; note: nearly all actives have a fitted effect of over 65% in size
Target sequence (P39748 whole entry, looked up): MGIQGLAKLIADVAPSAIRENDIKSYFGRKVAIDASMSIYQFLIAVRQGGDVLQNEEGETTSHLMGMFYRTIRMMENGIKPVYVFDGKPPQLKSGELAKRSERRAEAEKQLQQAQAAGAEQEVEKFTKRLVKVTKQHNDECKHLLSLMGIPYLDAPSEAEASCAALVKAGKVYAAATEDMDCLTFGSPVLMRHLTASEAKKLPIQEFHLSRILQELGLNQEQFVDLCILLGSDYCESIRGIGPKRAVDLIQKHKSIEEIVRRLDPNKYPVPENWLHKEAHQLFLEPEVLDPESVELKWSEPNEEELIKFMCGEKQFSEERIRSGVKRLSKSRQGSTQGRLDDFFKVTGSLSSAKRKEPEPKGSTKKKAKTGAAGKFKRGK
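Nuclease activity of 10 nM FEN1 was measured after 15 min of room-temperature exposure to titrated compounds, by adding 50 nM flap substrate and reading plates at 0 and 15 min.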
Active calls of the source: *; ? = inconclusive; . = not tested or not shown; & = joins results of further samples; [ ] = another dose, or the depositor's remark. Calls come from the whole dose curve; as a rule, active = well fitted curve in the direction sought with a large enough effect; inconclusive = small, poorly fitted or top-dose-only effect, or another doubt; inactive = no such curve, though single readings can be large; an effect the other way counts as inactive or inconclusive. Unless noted, % is set by controls: 0 for no effect and ±100 for the full control effect; potency is the fitted concentration of half-maximal effect. Not all compounds are listed; the hit share may differ from the screen's.

SMILES | N370S GC | TDP1 cell CPT | FEN1 inhibitor
CCn1c(=O)c(C(=O)NCCc2ccc(Cl)cc2)c(O)c2ccccc21 | 7% | ? | -7%
CC(=O)Nc1ccc(-n2cnnn2)cc1 | -1% | -15% | -10%
CCCCOC(=O)c1ccc(NC(=O)COC(=O)CN2C(=O)NC3(CCCC3)C2=O)cc1 | . | 4% | -11%
CC(C)(C)NC(=O)C[C@H]1C[C@H](C(=O)N2CCOCC2)[C@@]2(C)c3[nH]c4cc(-c5ccco5)ccc4c3CCN2C1=O | . | ? | -6%
CCCC(CCC)n1[nH]c(=O)c2c(C)cc(C)nc21 | 12% | -17% | 20%
C=CCn1c(CNC(=O)c2ccco2)nnc1SCC(=O)c1ccc(OC)cc1 | 4% | -26% | 0%
CCCN(CCC)C(=O)c1cc([N+](=O)[O-])cc2c1-c1ccc([N+](=O)[O-])cc1C2=C(C#N)C#N | 2% | 5.2µM* | -1%
CCc1c(C)c2ccc(O)c(CN3CCN(c4ccc(F)cc4)CC3)c2oc1=O | . | 21µM* | 16%
COc1ccc([C@@H]2CC=C(C(=O)O)[C@H](c3ccc(F)cc3)N2S(=O)(=O)c2ccccc2C)cc1 | -6% | -1% | -4%
CCOC(=O)Nc1ccc2c(c1)N(C(=O)OC)c1ccccc1CC2 | -13% | ? | -16%
CCOC(=O)c1c(NC(=O)CCN2CCOCC2)sc2c1CC(C)(C)OC2 | 16% | 3% | -2%
CCN(Cc1ccncc1)C(=O)c1cccc(S(=O)(=O)N2CCCCC2)c1 | . | -8% | 0%

Just TDP1 cell CPT (two entries from above):
compound | TDP1 cell CPT
C=CCn1c(CNC(=O)c2ccco2)nnc1SCC(=O)c1ccc(OC)cc1 | -26%
CCCN(CCC)C(=O)c1cc([N+](=O)[O-])cc2c1-c1ccc([N+](=O)[O-])cc1C2=C(C#N)C#N | 5.2µM*

Other results follow.
SMILES | N370S GC | TDP1 cell CPT | FEN1 inhibitor
C/C=C/C(=O)OCC(=O)Nc1cccc(S(=O)(=O)NC2=NCCCCC2)c1 | 0% | -15% | 4%
CCN1C(=O)[C@H]2[C@@H](c3ccc(OC)cc3)N3C(=O)CN(CCOC)C(=O)[C@@]3(C)[C@H]2C1=O | -3% | -8% | -2%
COC(=O)CNC(=O)CCc1nnc(C2(c3ccc(Cl)cc3)CCC2)o1 | -3% | -13% | 2%
COC(=O)CN1CC(=O)N(c2ccccc2)C1=S | 2% | 17% | 12%
O=C(O)Cn1c(SCCOc2ccc(Cl)cc2)nc2ccccc21 | -1% | 3% | 9%
O=C(Nc1nccs1)c1ccc(-c2ccc(F)c(Cl)c2)o1 | -21% | ? | -7%
Cc1ccc2nc(-c3ccccc3)cc(C(=O)O)c2c1 | 6%[2.35 µM] | -5% | 5%
CC(C)Oc1ccc(OCCn2c(=S)[nH]c3c(N)ncnc32)cc1 | -17% | -20% | -6%
COc1ccccc1N1CCN(c2csc3ccccc3c2=O)CC1 | . | ? | 13%
COC(=O)c1cc(S(=O)(=O)NCc2cccc(Br)c2)c[nH]1 | -4% | -22% | 19%
CCOC(=O)c1cc(C(=O)OCC)c(=O)[nH]c1SCc1ccccc1 | 17% | -10% | 23%
CC(=O)N1CCc2cc(S(=O)(=O)NC3CCCCC3)ccc21 | -4% | -29% | 5%

Complete entries as entered above. Order of screens: N370S GC, TDP1 cell CPT, FEN1 inhibitor
CC(=O)N1CCc2cc(S(=O)(=O)NC3CCCCC3)ccc21 in the list: -4%, -29%, 5%
CCOC(=O)c1cc(C(=O)OCC)c(=O)[nH]c1SCc1ccccc1 in the list: 17%, -10%, 23%
CCN1C(=O)[C@H]2[C@@H](c3ccc(OC)cc3)N3C(=O)CN(CCOC)C(=O)[C@@]3(C)[C@H]2C1=O in the list: -3%, -8%, -2%
COC(=O)CN1CC(=O)N(c2ccccc2)C1=S in the list: 2%, 17%, 12%

New compounds follow:
SMILES | N370S GC | TDP1 cell CPT | FEN1 inhibitor
S=c1[nH]nc(COc2ccccc2)n1/N=C/c1ccc(Cl)cc1 | 2% | 33%[activator] | 4%
CCS(=O)(=O)N1CCC(C(=O)NCCCN2CCN(c3ccccc3F)CC2)CC1 | -1% | 0% | 1%
CCOC(=O)C1=C(C)N=C2SCCC(=O)N2C1c1ccc(C(=O)OC)cc1 (stereo unspecified) | 24% | ? | -2%
CC(C)Cc1nnc(NC(=O)CN2C(=O)NC3(CCCCC3)C2=O)s1 | -2% | -7% | -11%
O=C1N[C@@H](Cc2ccccc2)C(=O)N2[C@H]1C[C@]1([C@]34C[C@H]5C(=O)N[C@@H](Cc6ccccc6)C(=O)N5[C@H]3N(S(=O)(=O)c3ccccc3)c3ccccc34)c3ccccc3N(S(=O)(=O)c3ccccc3)[C@H]21 | 1% | 0% | -8%
CCOc1ccc(/C=N/n2c(-c3ccccc3)n[nH]c2=S)cc1 | 2% | ? | 20%
COC(=O)[C@@]1(Cc2ccccc2)[C@H]2C(=O)N(Cc3ccccc3)C(=O)[C@H]2[C@H]2CN=C(SCc3ccc(C)cc3)N21 | . | ? | 13%
NC(=S)NNC(=O)Nc1cccc(Cl)c1 | 0% | -4% | 2%
COc1ccc(CCNC2CC(=O)N(CCc3ccccc3)C2=O)cc1 (stereo unspecified) | 2% | -18% | 2%
Cc1cc(-c2c(C)[nH]n(-c3ccccc3)c2=O)n(-c2ccccc2)n1 | -16% | -22% | -13%
Cc1nc(C)c2c(c1C(F)(F)F)-c1ccccc1C2(F)F | 2% | ? | 14%
Cc1nc2ccc(S(=O)(=O)NCC(=O)O)cc2s1 | 0% | -17% | 13%
CCc1nc2nc(C)cc(Nc3cc(C)ccc3C)n2n1 | . | ? | -3%
COc1cc(C)c(C)cc1S(=O)(=O)NC1CC(C)(C)NC(C)(C)C1 | -6% | 11% | 16%
CCOC(=O)c1ccccc1NC(=O)CSc1cn(CC(=O)N2CCOCC2)c2ccccc12 | . | -27% | 16%
O=C(NCC(c1ccc(F)cc1)N1CCOCC1)c1ccc(-c2ccccc2)cc1 (stereo unspecified) | . | 16µM* | -22%
O=C(N/N=C/c1ccc(-c2cccc(C(F)(F)F)c2)o1)c1cccc(F)c1 | 19% | 18µM* | -12%
Cc1ccc(CN2C(=O)C(O)(c3c[nH]c4ccccc34)c3cc(Cl)ccc32)cc1 (stereo unspecified) | . | ? | -10%
Cc1ccc(C(=O)CSc2nnc(COc3cccc4cccnc34)o2)cc1 | 11%[2.35 µM] | 10µM* | -4%
O=C(NCCc1ccncc1)c1ccccc1F | 2% | -2% | -9%
O=C(NN=Cc1cccc([N+](=O)[O-])c1)c1cc(-c2cccnc2)nc2ccccc12 | . | ? | -9%
CC1CN=C(N(C(=O)Nc2ccccc2)C(C)C)S1 (stereo unspecified) | 4% | -6% | -2%
Cc1ccc(SCc2ccc(C(=O)NCc3ccncc3)cc2)cc1 | 8% | ? | -1%
CCOC(=O)C1(Cc2cccc(OC)c2)CCCN(C(=O)c2ccc(OC)o2)C1 (stereo unspecified) | -2% | ? | 4%
O=C(NCc1ccc(F)cc1)c1ccc(N2CCOCC2)c([N+](=O)[O-])c1 | -6% | -6% | -8%
CCCCC1CCc2[nH]nc(C(=O)O)c2C1 (stereo unspecified) | -15% | -1% | 0%
CCOC(=O)CN1CC23C=CC(O2)C(C(=O)Nc2ccc(F)cc2)C3C1=O (stereo unspecified) | 4% | -14% | 53%[activator]
CC(C)(C)NC(=O)NC(=O)COC(=O)C1c2ccccc2Oc2ccccc21 | 27% | 0% | -19%
O=C(NCc1ccccc1)N1CCN(CCO)CC1 | . | 2% | -6%
O=C(Cn1nnc2ccccc2c1=O)NCc1ccc(Cl)cc1 | -4% | 21% | -4%
COc1ccc(Br)cc1CNC(=O)c1ccc2c(c1)N(C)CCS2 | ? | 23µM* | 15%
NC(=O)CSc1nnnn1-c1ccccc1Cl | ? | 2% | -6%
C=CCN(C(=O)CSC1=NC(=O)CN1C(C)=O)c1nc(C)c(-c2ccccc2)s1 | 4% | ? | -13%
CCCCN(C)CCNC(=O)C1CCN(c2nc3ccc(CC)cc3s2)CC1 | . | 21µM* | -5%
Cc1cc(C)c2c(-n3cccc3)c(NC(=O)OCc3ccccc3)sc2n1 | 19% | -26% | -17%
COc1ccccc1CNC(=O)c1cc2c(s1)CS(=O)(=O)C2 | -2% | 11% | 4%

Structures listed so far with a tert-butyl group (two):
SMILES | N370S GC | TDP1 cell CPT | FEN1 inhibitor
CC(C)(C)NC(=O)C[C@H]1C[C@H](C(=O)N2CCOCC2)[C@@]2(C)c3[nH]c4cc(-c5ccco5)ccc4c3CCN2C1=O | . | ? | -6%
CC(C)(C)NC(=O)NC(=O)COC(=O)C1c2ccccc2Oc2ccccc21 | 27% | 0% | -19%

(list continues)
SMILES | N370S GC | TDP1 cell CPT | FEN1 inhibitor
COc1cccc(C2Nc3ccccc3C(=O)N2c2ccc(F)cc2)c1O (stereo unspecified) | -4% | -1% | -2%
O=C(NCCCN1CCc2ccccc2C1)C1CCN(S(=O)(=O)N2CCCC2)CC1 | -2% | 0% | -7%
O=C(CCS(=O)(=O)c1ccccc1)NCCS(=O)(=O)c1ccccc1 | 11% | 5% | 1%
O=C(Nc1ccsc1C(=O)NC1CCCCC1)c1ccc(F)cc1 | -1% | ? | 2%
O=C(c1ccc(S(=O)(=O)N2CCCC2)cc1)N1CCC(CN2C(=O)c3cccc4cccc(c34)C2=O)CC1 | 3% | -7% | -1%
COc1cccc(-c2nnc(-c3ccccc3NC(=O)c3cccc(C(F)(F)F)c3)o2)c1 | . | -8% | 4%
CCOC(=O)c1c(C)[nH]c(C)c1S(=O)(=O)N1CCCC(C(=O)Nc2ccccc2OCC)C1 (stereo unspecified) | . | ? | 14%
COc1cc(/C=C/C(=O)OCC(=O)NC(=O)NC(C)(C)C)ccc1OCC#N | 6% | 21% | -4%
CCn1c(=O)cc(SCC(=O)N(C)Cc2ccccc2)c2ccccc21 | 6% | ? | -10%
COC(=O)c1ccc(C(c2c(N)n(CC(C)C)c(=O)[nH]c2=O)N2CCN(c3ccccc3)CC2)cc1 (stereo unspecified) | 0% | ? | -7%
Cn1c(=O)oc2cc(S(=O)(=O)Nc3ccc(O)cc3)ccc21 | -3% | -23%&-29% | -3%&11%
CC(=O)NC(Cc1ccc(C)cc1)C(=O)NC1CCN(c2ncccc2[N+](=O)[O-])CC1 (stereo unspecified) | -18% | 2% | 5%
CN(CC(=O)Nc1ccc(Cl)c(C(F)(F)F)c1)C(=O)CCN1C(=O)C2CC=CCC2C1=O (stereo unspecified) | -6% | 9.2µM* | 3%
COc1ccc(N(CC(=O)Nc2cc([N+](=O)[O-])ccc2C)S(C)(=O)=O)cc1OC | 1% | ? | 19%
Cc1c(/N=C(\[O-])Nc2ccc(Br)cc2)sn[n+]1C | -8% | -13% | 11%
Fc1ccccc1/C=N/Nc1ncnc2ccccc12 | -7% | 6.5µM* | ?
CC(C)(C)SCCNC(=O)c1ccc(Cl)c([N+](=O)[O-])c1 | 10% | ? | 2%
CCN(c1ccc(OC)cc1)S(=O)(=O)c1nnc(NC(=O)COc2ccc(F)cc2)s1 | 0% | ? | -14%&-10%
Cc1ccccc1C(=O)N1CCC(C(=O)N2CCN(S(=O)(=O)c3ccccc3F)CC2)CC1 | 3% | ? | -1%
Cn1c(NC(=O)c2ccc(F)c(F)c2)cc(=O)n(C)c1=O | 2% | 8% | -4%
COc1ccc(-c2ncc(CN3CCN(CCC(C)C)C(CCO)C3)cn2)cc1 (stereo unspecified) | 1% | -23% | -9%
O=C(O)C1CCCCC1C(=O)NC1CCCCC1 (stereo unspecified) | -1% | 3% | 4%
CN1CCN(C(=O)CSc2ccc(C(F)(F)F)cc2[N+](=O)[O-])CC1 | -2% | -23% | -5%
O=C(CSc1nc2ccccc2[nH]1)N/N=C/C=C\c1ccccc1[N+](=O)[O-] | 29% | ? | -3%
CCOC(=O)C1CCN(S(=O)(=O)c2c(C)[nH]c(=O)[nH]c2=O)CC1 | -1% | 3% | 3%
O=C(NCc1ccccc1)c1ccc(Cl)nc1 | 14% | 3% | 5%
COc1ccc(CC(=O)Nc2cc(-c3cn4cccnc4n3)ccc2OC)cc1 | . | ? | -4%
O=C1C2CC=CCC2C(=O)N1c1ccc(NCCc2ccccc2F)c([N+](=O)[O-])c1 (stereo unspecified) | 5% | ? | -7%
COc1ccc(Cc2nc3ccc(C(=O)NCCn4ccnc4C)cc3o2)cc1OC | 0% | -12% | 10%
CCOC(=O)Cn1nc(-c2ccccc2)ccc1=O | 11% | -19% | 3%
CCOc1ccccc1OCCCC(=O)Nc1sccc1C(N)=O | 5% | ? | -2%
CC1(C)C(=O)CC[C@@]2(C)C1CC(O)[C@@]1(C)C3=CC(=O)OC(c4ccoc4)[C@]3(C)CCC21 (stereo partly specified) | -5% | ? | .
COc1ccc(S(=O)(=O)N2CCC(C(=O)Nc3cccc(C(C)=O)c3)CC2)cc1C | -4% | 11µM* | 2%
COc1ccccc1NCC(=O)N/N=C/c1sccc1C | 5% | -12% | 8%
Cc1cnc(NC(=O)CCc2ccccc2)s1 | -9% | 16µM* | -6%
